From PubChem
HTRA1 inhibitor: inhibitors of human serine peptidase HTRA1; Q92743; recombinant HTRA1, FP-rhodamine activity-based probe, fluorescence polarization; inhibition, % at 5.96 µM; 340,000 tested, 0.5% active; in the data active = inhibition above about 36%;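 note: 0% = enzyme with DMSO and 100% = wells lacking enzyme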
Target sequence (Q92743 whole entry, looked up): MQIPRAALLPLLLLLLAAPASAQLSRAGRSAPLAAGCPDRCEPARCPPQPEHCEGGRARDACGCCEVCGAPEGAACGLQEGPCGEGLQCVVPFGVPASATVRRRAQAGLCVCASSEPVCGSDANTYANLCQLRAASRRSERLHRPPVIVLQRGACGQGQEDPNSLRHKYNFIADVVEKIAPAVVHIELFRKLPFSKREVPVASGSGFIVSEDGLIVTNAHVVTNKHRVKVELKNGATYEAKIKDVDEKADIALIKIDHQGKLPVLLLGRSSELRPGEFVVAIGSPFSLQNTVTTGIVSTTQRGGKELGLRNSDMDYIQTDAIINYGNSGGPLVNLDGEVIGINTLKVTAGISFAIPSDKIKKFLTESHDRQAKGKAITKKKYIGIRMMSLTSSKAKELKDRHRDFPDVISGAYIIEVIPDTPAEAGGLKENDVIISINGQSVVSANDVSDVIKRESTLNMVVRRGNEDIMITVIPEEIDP
SIAE primary: blocks human sialic acid acetylesterase; SIAE FP-Rh probe binding, fluorescence polarization; inhibition, % at 9.66 µM; 370,000 tested, 0.69% active; AID 1053197;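 active = inhibition above a cutoff: mean of compounds within the control limits plus 3 SD of those, cut at about 17% in these data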;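 note: 0% = plate median of compound wells and 100% = probe without SIAE protein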
Target sequence (Q9HAT2 whole entry, looked up): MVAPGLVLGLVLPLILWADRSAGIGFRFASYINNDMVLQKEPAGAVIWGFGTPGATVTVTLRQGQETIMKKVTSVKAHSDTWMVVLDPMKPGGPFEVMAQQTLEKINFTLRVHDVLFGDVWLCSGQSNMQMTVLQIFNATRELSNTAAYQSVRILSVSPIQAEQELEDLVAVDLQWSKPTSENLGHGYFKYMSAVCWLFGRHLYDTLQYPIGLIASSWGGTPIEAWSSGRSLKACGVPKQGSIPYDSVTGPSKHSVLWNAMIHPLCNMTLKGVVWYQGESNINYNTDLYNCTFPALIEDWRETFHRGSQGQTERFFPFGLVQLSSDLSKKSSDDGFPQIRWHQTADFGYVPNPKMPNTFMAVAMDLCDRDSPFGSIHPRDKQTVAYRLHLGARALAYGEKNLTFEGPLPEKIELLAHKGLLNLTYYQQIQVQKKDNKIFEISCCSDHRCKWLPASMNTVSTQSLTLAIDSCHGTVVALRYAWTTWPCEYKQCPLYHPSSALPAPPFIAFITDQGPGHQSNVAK
TDP2 absorb: blocks human TDP2 phosphodiesterase activity; O95551; recombinant TDP2, T5PNP hydrolysis, p-nitrophenol absorbance 415 nm; inhibition, % at 12.8 µM; 370,000 tested, 0.34% active; AID 720702;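 active = inhibition above the mean of all tested compounds plus 3 SD, set per campaign, cut at about 25% in these data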;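 note: 0% = DMSO with enzyme and 100% = buffer with substrate but no TDP2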
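Assay system: Recombinant human TDP2 | Quantity: 120 nM TDP2 per well | Incubation: 2 h at 37 °C | Signal: Epi absorbance | Evaluation: Percent inhibition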
Rev-erbA mod: modulates human Rev-erb alpha binding to DNA; activity, % at 10 µM; Rev-erbα–FITC-DNA binding, fluorescence polarization, 90 min; 370,000 tested, 0.79% active;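 active = activity above about 14%, limit read from the data; passing the limit was not always enough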;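 note: 0% = DMSO wells with 35 nM protein and 100% = DMSO wells with 750 nM protein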
rCAG binder: r(CAG) repeat RNA binding | TO-PRO-1 dye displacement fluorescence | inhibition, % at 3 µM | 370,000 tested, 1.3% active;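 active = inhibition above the plate cutoff, the mean of all test compounds on that plate plus 3 SD, cut at about 35% in these data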;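 note: 0% = DMSO alone and 100% = 100 µM mitoxantrone as full dye displacement; higher means more dye released from RNA so lower well fluorescence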
PRMT1 inh: blocks human protein arginine methyltransferase 1; Q99873; recombinant PRMT1, activity-based probe fluorescence polarization; inhibition, % at 2.79 µM; 370,000 tested, 1.3% active; AID 652257;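 active = inhibition above about 21% made by adding two undisclosed values, limit read from the data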
LEDGF integ inh: blocks HIV-1 LEDGF/p75-dependent DNA integration; TR-FRET IN-LEDGF/p75 DNA integration, Eu/Cy5; inhibition, % at 3.7 µM; 370,000 tested, 0.64% active;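 active = inhibition above the screen-wide mean plus 3 SD, cut at about 13% in these data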;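 note: signal is the Cy5 over europium emission ratio at 671 and 618 nm; 0% = plate median of compound wells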
TCR CD3 inh: inhibitors of human TCR-CD3 interaction | TAMRA-labeled TCR probe fluorescence, biochemical | inhibition, % at 9.4 µM | 360,000 tested, 0.37% active | AID 651800; in the data active = inhibition above about 19%;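 note: recombinant mutant TCR 2C K166C tagged with TAMRA read by polarization; 0% = receptor in buffer alone and 100% = receptor with positive control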
ABHD4 inh: inhibitors of mouse ABHD4; Q8VD66; purified mABHD4, FP-Rh probe fluorescence polarization; inhibition, % at 8.92 µM; 370,000 tested, 0.54% active;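 active = inhibition exceeding the mean over every tested compound plus 3 SD, cut at about 30% in these data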;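 note: 0% = plate median of compound wells and 100% = S159A mutant with DMSO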
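Assay system: mABHD4 protein; medium: HEPES pH 7.0, NaCl, Pluronic buffer; dosing: 8.92 µM, single dose; schedule: 45 min + 60 min at 25 °C; signal: FP readout, ex 525 nm / em 598 nm; read-out: normalized percent inhibition of probe labeling; repeats: single replicate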
PG9 binder: PG9 antibody binding by small molecule; TR-FRET gp120-PG9 antibody binding; inhibition, % at 6.7 µM; 360,000 tested, 0.43% active; AID 624416; in the data active = inhibition above about 8.5%
Numbers without * were called inactive; x = not tested or not shown. Only part of the results is shown (hit frequency here may not be typical).

Sample of the layout (2 entries):
SMILES | HTRA1 inhibitor | SIAE primary | TDP2 absorb | Rev-erbA mod | rCAG binder | PRMT1 inh | LEDGF integ inh | TCR CD3 inh | ABHD4 inh | PG9 binder
NNC(=S)NC1CCCCC1 | 6 | -3 | -1 | -1 | -3 | 0 | 1 | 3 | 3 | -0.5
Cc1ccc(NC(=O)C(=O)NCc2ccc(/C=N/NC(=O)c3c(C)nc4cc(C)ccn34)o2)cc1 | x | -1 | 4 | 5 | 0 | -5 | 1 | 6 | 7 | 0.2

The whole of this part, from the first entry:
SMILES | HTRA1 inhibitor | SIAE primary | TDP2 absorb | Rev-erbA mod | rCAG binder | PRMT1 inh | LEDGF integ inh | TCR CD3 inh | ABHD4 inh | PG9 binder
NNC(=S)NC1CCCCC1 | 6 | -3 | -1 | -1 | -3 | 0 | 1 | 3 | 3 | -0.5
Cc1ccc(NC(=O)C(=O)NCc2ccc(/C=N/NC(=O)c3c(C)nc4cc(C)ccn34)o2)cc1 | x | -1 | 4 | 5 | 0 | -5 | 1 | 6 | 7 | 0.2
CN(C)/C=C/C(=O)c1ncc(C(F)(F)F)cc1Cl | 3 | 1 | 5 | 0 | 0 | 5 | 2 | -6 | 4 | -0.3
O=C1C=C(c2cccc(Cl)c2O)C[C@@H](c2ccc3c(c2)OCO3)C1 | -11 | -6 | -1 | 1 | 8 | -1 | 3 | 1 | -13 | -1.0
Cc1ccc(CNC(=O)C2CCCN2S(=O)(=O)c2ccc(F)cc2)cc1 (configuration not stated) | 0 | -2 | -15 | 4 | -2 | -2 | 6 | 2 | -1 | 0.9
Cc1ccc(S(=O)(=O)N(C)C)cc1NC(=O)CSc1ncc(C(F)(F)F)cc1Cl | -11 | 3 | -8 | 6 | -3 | 0 | -4 | -3 | -8 | -1.1
Cc1ccc(C(=O)C2=C(O)C(=O)N(CCCN(C)C)C23C(=O)N(C)c2ccccc23)o1 (configuration not stated) | 7 | -7 | -6 | -2 | -3 | 9 | -2 | -2 | 5 | 5.9
Nc1c(N2CCOCC2)cc(Cl)c2nonc12 | 1 | 3 | 15 | -3 | -2 | 0 | -1 | 9 | 1 | -5.9
Nc1c(C(=O)NCc2ccccc2)nnn1Cc1cccc(Cl)c1 | -20 | 2 | -3 | 2 | -2 | 3 | 2 | -10 | -3 | 1.7
O=[N+]([O-])c1ccc(-n2nnnc2-c2ccccc2)c([N+](=O)[O-])c1 | -5 | -2 | -9 | 5 | 1 | -1 | 0 | 4 | -1 | -2.1
COc1ccc(-c2coc3c(C(=O)NCc4ccc(OC)c(OC)c4)cccc23)c(C)c1 | x | -12 | -11 | -6 | 7 | -3 | 0 | 0 | -17 | -0.6
O=C(O)C1CC=CCC1C(=O)NCCCCc1ccccc1 (configuration not stated) | 3 | -3 | 9 | -1 | -1 | -1 | 0 | -4 | 0 | -1.0
CCOC(=O)CN(C)C(=O)CCc1nnc(-c2ccsc2)o1 | 5 | -4 | 8 | -1 | -2 | 0 | -2 | 3 | -2 | 1.1
O=C(COC(=O)c1ccc(F)cc1Cl)NC(=O)NC1CCCC1 | 33 | 6 | 9 | 7 | -3 | 2 | -1 | 1 | 0 | 1.2
c1nc(N2CCOCC2)c2c3c(sc2n1)CCCC3 | 2 | -12 | 5 | -1 | 2 | 0 | -3 | 5 | 2 | -1.6
Cc1nc(NC(=O)C(C)(C)C)sc1-c1nc(N)sc1-n1cc(-c2ccccc2)nn1 | x | 8 | -8 | 9 | 3 | -7 | 2 | 2 | 2 | -1.2
CCCC(NS(=O)(=O)c1ccc(Br)cc1)C(=O)O (configuration not stated) | -1 | -7 | 3 | 4 | -3 | 0 | -2 | -9 | 10 | 0.2
COc1ccc(C(C)(C)C)cc1NC(=O)CCCN1C(=O)NC(C)(C)C1=O | 5 | 7 | 2 | -6 | 1 | 0 | 1 | 3 | 6 | 1.1
CC(=O)Nc1ccc(OCC(O)CN2CCN(c3ccc(F)cc3)CC2)cc1 (configuration not stated) | -6 | -1 | -2 | -1 | -8 | 6 | 1 | -8 | 0 | -0.1
CN(CC(=O)NCc1ccccc1F)S(=O)(=O)c1ccc(Cl)cc1 | -2 | 3 | 8 | -5 | -3 | 3 | 3 | 1 | 0 | -0.1
CC(C)(C)c1ccc(C(=O)N2CCCN(C(=O)c3ccc(C(C)(C)C)cc3)CC2)cc1 | 2 | 6 | -2 | 9 | -1 | -3 | 3 | 2 | -3 | -4.3
CC(=O)Nc1ccc(-c2ccnc3c2CC(C)(C(=O)Nc2ccc(C(C)C)cc2)O3)cc1 (configuration not stated) | x | -33 | 5 | 3 | 7 | 2 | -2 | 3 | -42 | 0.9
O[C@H]1C[C@H](c2ccc(Cl)cc2)N(Cc2cccs2)C[C@@H]1n1cc(C2CC2)nn1 | -46 | -3 | 0 | -1 | 4 | -2 | 3 | 2 | -12 | 0.2
Cc1nn(CC(=O)Nc2ccc3c(c2)CCC3)c(C)c1[N+](=O)[O-] | -3 | 8 | 4 | 2 | 6 | -3 | 0 | 4 | 0 | -0.6
CCN(CC)Cc1csc(C(N)=O)c1 | -4 | 16 | -2 | -7 | -1 | -2 | 0 | -9 | -1 | 0.8
COc1ccccc1OCc1cc(-c2ccccc2)no1 | -2 | -5 | -6 | 3 | -7 | -1 | 2 | 3 | -38 | -1.5
Cc1cnc(NC(=O)CSc2nc3ccccc3c(=O)[nH]2)s1 | 3 | 12 | 11 | 3 | 2 | 0 | 2 | -2 | 2 | 1.0
CCNC(=O)C1(C)CCCN(C(=O)c2ccccc2Br)C1 (configuration not stated) | x | -1 | -3 | -2 | -1 | -3 | 0 | -1 | -2 | 0.1
CCS(=O)(=O)N1Cc2ccccc2CC1C(=O)NC(C)C12CC3CC(CC(C3)C1)C2 (configuration not stated) | -12 | 1 | -12 | -2 | 5 | -3 | 1 | -4 | -2 | -1.4
Cc1cc(=O)oc2cc(OCC(=O)c3ccccc3)ccc12 | -3 | -4 | 2 | -3 | -2 | 1 | 0 | 2 | 2 | 0.0
Cc1ccc(S(=O)(=O)NC(=O)N2CCCC(C)(C)C2)cc1 | -7 | 1 | 10 | 8 | 0 | -2 | -2 | -6 | -4 | 0.3
Cc1nnc2n(-c3ccccc3)c(=O)c3c4c(sc3n12)COC(C(C)C)C4 (configuration not stated) | 8 | 0 | -7 | 0 | 2 | 0 | 1 | 8 | 8 | -0.1
CC(C)N(C(=O)Cn1c(-c2cccnc2)ccc(C#N)c1=O)C(C)C | 9 | 7 | -5 | -4 | 1 | -2 | 1 | -5 | 5 | -0.5
CCOC(=O)c1cccc(NC(=O)CCOc2ccccc2)c1 | -7 | -1 | 12 | 0 | 0 | 1 | -4 | -1 | -4 | -0.1
Cc1cc(NC(=O)CSCCc2ccncc2)no1 | 1 | -6 | 10 | -1 | 2 | -1 | -1 | -3 | -2 | -1.9
O=C(Oc1ccc(Br)cc1)c1cccnc1 | 5 | 1 | 10 | -6 | -3 | -2 | -2 | 2 | 1 | 0.2
Nc1ccc2nc(-c3ccccn3)[nH]c2c1 | 27 | 51* | -6 | 2 | 9 | -1 | 2 | 1 | 11 | -7.9
CC(C)Oc1ccc(Cc2c(O)nc(NCCCN(C)C)[nH]c2=O)cc1 | 3 | 5 | 1 | 1 | 2 | -1 | -1 | 0 | -1 | -0.2
O=C(COC(=O)c1ccccc1OCc1ccccc1Cl)NCC1CCCO1 (configuration not stated) | -6 | 11 | -1 | 3 | 0 | 4 | -3 | -3 | -1 | 0.0
CCCCn1c(SCC(=O)Nc2cccc(OC)c2)nc2ccc(N3CCOCC3)cc2c1=O | -4 | 3 | -3 | -1 | 16 | 2 | 3 | 3 | 5 | -1.4
NC(=O)CN(c1ccccc1)C1SC(=O)N(Cc2ccccc2)C1=O (configuration not stated) | -10 | -2 | 12 | 5 | -2 | 1 | -1 | 5 | 0 | -1.1
Cc1cccc(OCC(=O)Nc2cc(NC(=O)COc3cccc(C)c3)cc(C(=O)O)c2)c1 | -24 | -9 | -13 | -6 | 63* | -2 | 7 | 1 | -25 | -2.2
O=[N+]([O-])c1cc(NS(=O)(=O)c2ccc(Cl)nc2)ccc1Cl | 3 | 11 | 7 | -3 | 18 | 1 | 0 | 1 | 8 | 0.9
CN1CCN(c2ncnc3c2ncn3[C@H]2CN(Cc3cccnc3)C[C@@H](CO)O2)CC1 | x | -2 | 1 | -6 | 1 | -2 | 4 | -1 | 0 | -2.0
CN(C)CC(=O)N[C@H]1C[C@@H]2O[C@H](CO)CC[C@@H]2O[C@@H]1CCc1ccc(-c2ccc(F)cc2)cc1 | x | 3 | -7 | 9 | 4 | 6 | 0 | x | -5 | x
COCCCNC(=O)C1CCN(S(=O)(=O)c2ccc3nc4c(c(C(=O)O)c3c2)CCCCC4)CC1 | -2 | 3 | 11 | -6 | 6 | 3 | -2 | 3 | 2 | -1.1
COc1ccc(Nc2nc(N3CCN(S(C)(=O)=O)CC3)nc3ccccc23)c(OC)c1 | -10 | 0 | -14 | 8 | 0 | 0 | 0 | 4 | -1 | -0.5
Fc1ccccc1Nc1nc(-c2ccncc2)nc2ccccc12 | -18 | -7 | 1 | 7 | -2 | 5 | -2 | -9 | 5 | 0.1
O=C(CCCn1cnc([N+](=O)[O-])n1)Nc1ccc(F)c(Cl)c1 | 1 | 10 | 12 | -6 | -2 | 1 | -2 | 1 | 8 | -0.5
CC1CN(S(=O)(=O)c2ccc(C(=O)OCc3ccc(C#N)cc3)cc2)CC(C)O1 (configuration not stated) | 10 | -1 | -4 | -2 | 4 | -2 | -2 | 2 | 2 | 1.5
CC(C)C(=O)Nc1nnc(S(=O)(=O)N2CCCc3ccccc32)s1 | -5 | 2 | 12 | -1 | 11 | -3 | 3 | -7 | 0 | 1.3
CC1CC(C)CN(C(=O)CSc2ccsc2[N+](=O)[O-])C1 (configuration not stated) | 3 | -1 | 13 | 1 | 2 | 0 | -3 | 2 | 3 | -0.5
CC1CCc2sc3nc(NCc4ccco4)n4ncnc4c3c2C1 (configuration not stated) | -25 | -2 | 0 | 2 | 8 | 4 | 1 | -11 | -12 | -1.0
CCCN1CNC(=S)N(c2ccc(C(=O)OCC)cc2)C1 | -1 | -2 | 7 | -2 | 1 | -1 | 1 | 9 | -12 | -2.6
COc1ccc(NS(=O)(=O)c2cccc(C(=O)NCCCN3CCCC3=O)c2)cc1 | 7 | 10 | -12 | -2 | -2 | -2 | -2 | -2 | -2 | 1.6
CC1(C)CC(=O)C2=C(C1)OC(N)=C(C#N)C2CCc1ccccc1 (configuration not stated) | -1 | -3 | -11 | 7 | 11 | 3 | -7 | 3 | -6 | 2.7

Part of the list above with just PG9 binder, TDP2 absorb and Rev-erbA mod.
| molecule | PG9 binder | TDP2 absorb | Rev-erbA mod |
| --- | --- | --- | --- |
| COc1ccc(Nc2nc(N3CCN(S(C)(=O)=O)CC3)nc3ccccc23)c(OC)c1 | -0.5 | -14 | 8 |
| Fc1ccccc1Nc1nc(-c2ccncc2)nc2ccccc12 | 0.1 | 1 | 7 |
| O=C(CCCn1cnc([N+](=O)[O-])n1)Nc1ccc(F)c(Cl)c1 | -0.5 | 12 | -6 |
